Bioassay records (PubChem)
ERa coact inh: ER-alpha (human) coactivator binding inhibition; TR-FRET ER-alpha LBD / SRC-1 peptide, estradiol-bound; inhibition, % at 25.6 µM; actives 1.7% (n = 86,000); in the data active means inhibition above about 50%;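 further: 0% = receptor plus peptide control and 100% = peptide only without receptor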
H69AR growth 86K: growth inhibitors of human H69AR lung tumor cells; actives 6% (n = 85,000); viability, % at 10 µM; AID 598; H69AR lung tumor viability, ATP luminescence, 72 h; hits give low values;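 active means viability at or below 40%; inactive means viability above 40%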;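 further: multidrug resistant small cell line overexpressing MRP-1 efflux transporter; 100% = mean luminescence of untreated control wells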
CD11b adhes enh: CD11b/CD18-fibrinogen binding enhancement; actives 0.07% (n = 93,000); K562 CD11b/CD18 adhesion to fibrinogen, ATPlite luminescence; P05107+P11215; activation, % at 10 µM; AID 1499;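 active means 10 µM primary screen giving 50% or more activity, confirmed by 40% or more on retest at that dose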; further: strong numbers were not always called active
Target sequence (P05107 whole entry, looked up, other chains not shown): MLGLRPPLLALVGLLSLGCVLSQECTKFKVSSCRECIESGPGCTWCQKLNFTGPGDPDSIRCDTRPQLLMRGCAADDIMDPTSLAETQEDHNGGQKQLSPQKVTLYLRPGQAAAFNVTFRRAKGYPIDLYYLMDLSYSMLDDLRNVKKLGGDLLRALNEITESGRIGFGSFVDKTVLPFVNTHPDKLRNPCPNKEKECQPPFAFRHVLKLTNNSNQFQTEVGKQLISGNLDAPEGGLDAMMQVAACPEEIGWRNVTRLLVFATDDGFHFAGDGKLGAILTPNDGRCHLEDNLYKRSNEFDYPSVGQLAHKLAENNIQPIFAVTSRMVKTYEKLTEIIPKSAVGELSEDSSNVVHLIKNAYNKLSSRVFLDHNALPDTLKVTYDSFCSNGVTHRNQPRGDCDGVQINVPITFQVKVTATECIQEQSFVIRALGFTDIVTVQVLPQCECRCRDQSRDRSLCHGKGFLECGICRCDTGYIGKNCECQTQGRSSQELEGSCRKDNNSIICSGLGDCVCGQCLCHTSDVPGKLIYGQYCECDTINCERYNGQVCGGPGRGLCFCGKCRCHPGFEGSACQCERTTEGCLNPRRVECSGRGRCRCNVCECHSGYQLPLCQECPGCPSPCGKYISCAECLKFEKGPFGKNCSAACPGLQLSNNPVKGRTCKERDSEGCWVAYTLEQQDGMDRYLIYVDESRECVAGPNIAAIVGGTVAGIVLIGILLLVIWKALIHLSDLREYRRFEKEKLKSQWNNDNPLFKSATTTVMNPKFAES
MT1-MMP txn act: MT1-MMP promoter transcription activation. AID 750. actives 0.16% (n = 86,000). HT1080 MT1-MMP promoter luciferase reporter, luminescence, overnight; hits give high values. activation factor at 10 µM;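 active means activation factor of at least 2 for MT1-MMP transcription at 10 µM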
HUVEC prolif 384: human endothelial cell proliferation inhibition; actives 1.1% (n = 86,000); viability, % at 10 µM (by protocol); HUVEC proliferation, CellTiter-Glo luminescence, 72 h; hits give low values;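 active means viability at or below 30%; inactive means viability above 30%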;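 further: 100% = median luminescence of DMSO-only cell control wells on each plate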
ERb SRC1 inh: blocks coactivator binding to human estrogen receptor beta; TR-FRET ER-beta LBD / SRC1-Cy5 peptide binding; receptor agonist-loaded with 1 µM estradiol; inhibition, % at 25.6 µM; actives 1.3% (n = 86,000); AID 633;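 active means compounds whose percent inhibition of the receptor-coactivator binding signal exceeds about 50% in the single-dose screen, limit read from the data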;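 further: 0% = receptor plus peptide wells without compound and 100% = peptide-only wells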
ERa SRC1 pot: ER-alpha (human) coactivator binding potentiation; actives 1.3% (n = 86,000); TR-FRET ERalpha-LBD/SRC-Cy5 coactivator binding, 2 h; 100 = basal binding, no effect; P03372; coactivator binding (% of control), % at 25.6 µM; in the data active means activity above about 200%;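 further: binding measured in presence of low estradiol as agonist stimulus; 0% = peptide alone without receptor and 100% = receptor with peptide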
Fibroblast inh: blocks proliferation of human lung fibroblasts; LL 47 human lung fibroblast viability, ATP luminescence; hits give low values; viability, % at 10 µM; actives 1.1% (n = 85,000);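 active means viability at or below 50% in the single dose screen; inactive means viability above 50%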;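 further: compound exposure lasted 72 h before the ATP readout; 100% = median luminescence of untreated cell-only wells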
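test system = LL 47 human lung fibroblasts | amount = 1,150 fibroblasts seeded per well | medium = 15% FBS in IMEM | times = overnight cell rest, 72 h compound treatment at 37 °C | measured by = CellTiter-Glo luminescence measuring cellular ATP | read-out = viability percentage against median untreated-cell control | benchmarks = cell-only wells, no compound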
Smad3 inh: inhibitors of human Smad3 transcription factor binding; P84022; inhibition, % at 25 µM; actives 0.29% (n = 88,000); TR-FRET Smad3/Dy647-FoxH1 peptide binding, europium anti-His; AID 630;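 active means compounds that reduce the energy-transfer binding signal between the protein and its labelled peptide by more than half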;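 further: 0% = Smad3 plus labelled peptide maximal FRET and 100% = peptide-only background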
Active calls of the source: *; · = not tested or not shown; [ ] = dose if it differs, or a comment. Not all compounds are listed, so the mix of outcomes need not match the whole.

SMILES	ERa coact inh	H69AR growth 86K	CD11b adhes enh	MT1-MMP txn act	HUVEC prolif 384	ERb SRC1 inh	ERa SRC1 pot	Fibroblast inh	Smad3 inh
Cc1cccc(-c2cc3nc4c(c(N5CCC6(CC5)OCCO6)n3n2)CCCC4)c1	-5.7	30.8*	·	1.2	83.9	-1.9	124.7	87.5	3.0
S=c1[nH]nc(CSc2nc3ccccc3s2)o1	11.4	87.7	-0.2	1.2	99.4	-3.1	103.7	102.7	5.3
O=C(C(Cc1ccccc1)n1cccc1)N1CCN(c2ncccn2)CC1 (centres undefined)	4.4	94.3	-11.1	1.1	106.7	-9.7	103.6	103.6	5.5
COc1ccc(CSc2nc(N3CCOCC3)c3c(c2C#N)CC(C)(C)OC3)cc1	12.1[fluorescence artefact?]	92.7	·	1.1	80.5	7.7[fluorescence artefact?]	185.1[fluorescence artefact?]	97.3	15.1
Cc1ccc2oc(=O)c3cnn(CC(=O)N4CCCc5ccccc54)c3c2c1	-7.7[fluorescence artefact?]	67.9	-2.3	1.2	86.3	-8.0	265.4*[fluorescence artefact?]	88.6	-8.0
CCCC(=O)NCCCc1nc2ccccc2n1CCC	8.7[fluorescence artefact?]	82.4	-1.5	1.1	91.2	-8.3[fluorescence artefact?]	85.2	99.9	-1.9
N#CC(c1ccc(Cl)nn1)c1ccccc1Cl (centres undefined)	-3.0[fluorescence artefact?]	92.4	-1.6	1	101.3	0.9[fluorescence artefact?]	119.8	100.8	-9.4
CCS(=O)(=O)NCC(c1cccnc1)N1CCN(c2ccccc2)CC1 (centres undefined)	-5.8	84.0	2.8	·	97.3	-4.6	105.1	101.7	3.1
COc1ccccc1Nc1nc(N)nc(CN2CCN(c3ccccc3)CC2)n1	-3.7	·	-4.4	1.1	102.7	1.4	121.7	103.1	-6.8
CCOC(=O)C1CCN(C(=O)CCCN2C(=O)c3ccccc3C2=O)CC1	-16.3	100.6	-3.1	1.1	85.7	-13.1	109.1	96.4	-17.6
N#Cc1nc(Cc2cccc3ccccc23)oc1N1CCN(c2ccccc2)CC1	-9.4	107.7	-3.9	1.1	101.5	-9.7	93.3	101.3	17.9
c1coc(-c2nnc3n2C2(CCCC2)Cc2ccccc2-3)c1	-3.8	86.6	5.1	1.1	98.0	-1.4	171.3[fluorescence artefact?]	92.8	-19.3
O=C(NCCN1CCOCC1)C1CCN(Cc2ccccc2O)CC1	-12.2	95.2	-4.2	·	96.6	-8.3	141.7[fluorescence artefact?]	96.1	2.8
CC1=C(C)CS(=O)N(S(=O)(=O)c2ccc(Cl)cc2)C1 (centres undefined)	-1.1	104.4	·	1.2	58.6	-9.7	115.2[fluorescence artefact?]	47.2*	9.3
COc1ccccc1CNC(=O)c1ccoc1C	-16.5	93.8	-1.6	1	102.3	-20.7[fluorescence artefact?]	102.8	103.5	11.3
Cc1cccc(N2C(=O)CSC2c2cccnc2)c1 (centres undefined)	-11.7	109.0	-2.0	1	100.5	-14.8	82.0	95.5	-10.3
Fc1ccc(-c2cc(C(F)(F)F)nc(N3CCCCC3)n2)cc1	0.3	76.0	·	1.1	91.0	-4.5	112.5	92.3	2.2
COC(=O)C1CCN(c2nc3ccccc3nc2C(C#N)C(=O)NCCc2ccccc2)CC1 (centres undefined)	-3.5	56.7	·	1.4	64.4	-6.7	128.8	81.5	8.7[fluorescence artefact?]
CC(=O)Nc1ccc(C(=O)OCC(=O)NC(=O)NC2CCCCC2)cc1	-3.6	83.8	-5.6	1.1	97.4	1.3	126.9	93.0	-1.8
CCCn1c(SCC(=O)Nc2ccccc2-c2ccccc2)nnc1-c1ccoc1C	-0.3	47.7	-3.3	1.1	105.9	-9.9	98.7	88.2	0.3
CCOC(=O)c1cn2nc(-c3ccc(OC)cc3)cc2nc1C1CCN(C(=O)OC(C)(C)C)CC1	-2.5	71.0	-10.8	1	86.5	6.4	106.9	92.2	5.1
Cc1cccn2c(=O)c3cc(C(=O)N4CCc5ccccc54)n(C)c3nc12	-1.8[fluorescence artefact?]	25.3*	·	1.2	60.0	1.4[fluorescence artefact?]	142.7[fluorescence artefact?]	91.0	10.8[fluorescence artefact?]
CCC1C(C#N)=C(N)OC2=C1C(=O)CC(C)(C)C2 (centres undefined)	6.9[fluorescence artefact?]	91.7	·	1.3	108.9	6.3	129.3	98.3	7.3
CCOC(=O)CSc1nc(C)c(C(=O)OCC)s1	-10.1	113.2	3.0	1.1	97.0	-18.8	100.2[fluorescence artefact?]	99.9	7.4
COc1ccc(Cn2c(=O)sc3ccccc32)cc1OC	-0.5	94.0	-8.1	1.1	83.4	15.7	111.0	87.5	6.4

The list goes on (five carried over from the part before).
SMILES	ERa coact inh	H69AR growth 86K	CD11b adhes enh	MT1-MMP txn act	HUVEC prolif 384	ERb SRC1 inh	ERa SRC1 pot	Fibroblast inh	Smad3 inh
CCOC(=O)c1cn2nc(-c3ccc(OC)cc3)cc2nc1C1CCN(C(=O)OC(C)(C)C)CC1	-2.5	71.0	-10.8	1	86.5	6.4	106.9	92.2	5.1
Cc1cccn2c(=O)c3cc(C(=O)N4CCc5ccccc54)n(C)c3nc12	-1.8[fluorescence artefact?]	25.3*	·	1.2	60.0	1.4[fluorescence artefact?]	142.7[fluorescence artefact?]	91.0	10.8[fluorescence artefact?]
CCC1C(C#N)=C(N)OC2=C1C(=O)CC(C)(C)C2 (centres undefined)	6.9[fluorescence artefact?]	91.7	·	1.3	108.9	6.3	129.3	98.3	7.3
CCOC(=O)CSc1nc(C)c(C(=O)OCC)s1	-10.1	113.2	3.0	1.1	97.0	-18.8	100.2[fluorescence artefact?]	99.9	7.4
COc1ccc(Cn2c(=O)sc3ccccc32)cc1OC	-0.5	94.0	-8.1	1.1	83.4	15.7	111.0	87.5	6.4
Cc1ccc(C)c(Cn2c(=O)n(CCC(=O)NCc3ccco3)c(=O)c3sccc32)c1	20.5[fluorescence artefact?]	78.0	-2.1	1.1	94.3	-3.8	204.6*	91.2	-16.6[fluorescence artefact?]
Cc1sc(NC(=O)CSc2nnc(C(C)C)n2C)c(C#N)c1C	6.6	96.4	·	1.3	91.8	-0.9	115.3	96.4	-1.6
Cc1cccc(-c2nsc(SCC(=O)N3CCCC3)n2)c1	-10.0	84.6	·	1.2	94.5	-4.2	93.7[fluorescence artefact?]	102.4	6.8
C=CCc1ccccc1OCC(O)CN1CCN(c2ccccc2OC)CC1 (centres undefined)	-4.7	83.2	2.1	1.2	75.5	2.4	92.7	94.2	-12.9
O=C(NCC1CCCO1)c1cc2n(n1)C(C(F)(F)F)CC(c1ccc(Br)cc1)N2 (centres undefined)	-4.0	93.9	-1.9	1.1	86.4	-7.0	105.3	98.2	-1.9
COc1ccc(C(=O)COC(=O)[C@H](C)Nc2ccc(C(F)(F)F)cc2[N+](=O)[O-])cc1	7.2	69.9	40.8	1.2	88.3	1.8	106.8	97.5	8.7
COc1cccc(Cn2c(-c3nonc3N)nc3ccccc32)c1	-3.8	24.4*	23.5	1.1	65.2	-2.3	95.5[fluorescence artefact?]	51.0	6.6
Cc1ccc(C)c(NC(=O)CSc2nnc(-c3ccccc3)n2N)c1	-14.9	94.0	-5.3	1.3	98.7	-7.2	112.8[fluorescence artefact?]	93.3	-6.5
CC12CC(c3ccccc3O1)N(C(=O)c1ccc(Br)o1)C(=O)N2c1ccccc1 (centres undefined)	-4.1	93.5	-3.2	1	82.2	4.3	178.6[fluorescence artefact?]	89.3	-6.9[fluorescence artefact?]
CCS(=O)(=O)N1CCCC(C(=O)NC2CCC(C)CC2)C1 (centres undefined)	-0.3	111.2	·	1.2	105.0	-4.8	97.0	96.6	-2.8
CCOC(=O)Nc1ccc2c(c1)N(C(=O)CCN1CCN3CCCC3C1)c1ccccc1CC2 (centres undefined)	1.3	97.8	-2.9	·	89.4	-0.6	103.6	100.2	1.6
Cc1noc(C)c1C(=O)Nc1c(F)cc(F)cc1Br	-5.0	·	2.0	1.1	103.1	-4.3	126.6	95.2	-1.8
CC(=O)Nc1cc(C(N)=O)c(Cl)cc1Cl	0.6[fluorescence artefact?]	101.2	1.8	1	83.3	3.2	103.2	98.9	-3.9
CCc1nc2ccccc2c(C(=O)OCC(=O)NCc2ccco2)c1C	-3.1[fluorescence artefact?]	75.5	-2.0	1.1	92.8	5.4[fluorescence artefact?]	106.0	94.9	3.4
CC(=O)Nc1ccc(-c2ccccc2)s1	-10.3	99.3	·	1.1	95.4	-0.6	100.1	98.5	-7.2
COc1cccc(-n2cc(C(=O)O)c3ccccc3c2=O)c1	-1.1	93.8	-6.8	1	105.8	8.2	106.2	108.8	2.0
COCCn1c(SCC(=O)c2ccc3c(c2)OCCO3)nnc1C(C)C	19.5	78.6	2.4	1	92.2	-2.0	122.2	99.8	5.9
COc1ccc(NC(=O)/C(Cl)=C(/Cl)S(=O)Cc2ccccc2)cn1 (centres undefined)	-10.6	1.7*	-2.7	0	2.2*	9.8	85.5	1.2*	-26.4
N#Cc1cnn(Cc2ccccc2)c1/N=C/N1CCOCC1	-7.6	100.1	-1.1	1.1	100.1	-0.7	118.1[fluorescence artefact?]	93.8	0.1
Cc1cc(C)cc(C(=O)N2CCC(C(N)=O)CC2)c1	-3.7	101.0	-0.4	1.1	90.8	5.2	88.3	92.5	-2.1
COc1cccc(C(=O)c2cc3ccc(O)cc3oc2=O)c1	5.6	68.4	-4.2	1.6	80.2	3.0	90.0	82.4	-2.5
c1ccc(-c2cc(-c3nc(-c4cccnc4)no3)c3ccccc3n2)cc1	34.2[fluorescence artefact?]	12.0*	9.4	1	82.8	2.2[fluorescence artefact?]	127.9[fluorescence artefact?]	106.7	12.3
COc1ccc(CNc2nc(NCc3ccc(OC)cc3)n(C(C)=O)n2)cc1	10.3	110.7	-3.4	1	75.6	8.6	85.2	100.5	0.2
COc1ccc(NC(=O)CCN2C(=O)c3ccccc3S2(=O)=O)cc1	-3.6	89.1	1.3	1.1	99.2	1.5	106.7	106.3	-3.0
CCc1nnc(NC(=O)c2ccc(S(=O)(=O)N3CCCCCC3)cc2)s1	0.0	105.3	·	1	93.1	1.4	86.5	96.5	-13.5
COCCNC(=O)C(OC(=O)c1ccco1)c1ccccc1OC (centres undefined)	8.6[fluorescence artefact?]	107.1	-1.5	1	74.7	0.4	97.9	90.7	7.6
CC(C)Cc1ccc(/C(=N/O)C(=O)O)s1	-5.6	88.6	-1.8	1.1	93.0	-4.4	137.9	97.2	5.3
CCOc1ccccc1-c1nc(C(N)=O)c2[nH]c(=O)n(-c3ccccc3)c2n1	5.9[fluorescence artefact?]	58.4	-3.0	1.2	89.7	7.3	144.3	104.7	-5.5

Arranged by value in ERb SRC1 inh (largest number first): 3 of the compounds above.
Compound | ERa coact inh | CD11b adhes enh | MT1-MMP txn act | ERb SRC1 inh | ERa SRC1 pot | Smad3 inh
COc1ccc(C(=O)COC(=O)[C@H](C)Nc2ccc(C(F)(F)F)cc2[N+](=O)[O-])cc1 | 7.2 | 40.8 | 1.2 | 1.8 | 106.8 | 8.7
CC(=O)Nc1ccc(-c2ccccc2)s1 | -10.3 | · | 1.1 | -0.6 | 100.1 | -7.2
COCCn1c(SCC(=O)c2ccc3c(c2)OCCO3)nnc1C(C)C | 19.5 | 2.4 | 1 | -2.0 | 122.2 | 5.9

Random excerpt: 2 entries already listed, in no set order.
SMILES	ERa coact inh	H69AR growth 86K	CD11b adhes enh	MT1-MMP txn act	HUVEC prolif 384	ERb SRC1 inh	ERa SRC1 pot	Fibroblast inh	Smad3 inh
O=C(NCC1CCCO1)c1cc2n(n1)C(C(F)(F)F)CC(c1ccc(Br)cc1)N2 (centres undefined)	-4.0	93.9	-1.9	1.1	86.4	-7.0	105.3	98.2	-1.9
COc1ccc(CNc2nc(NCc3ccc(OC)cc3)n(C(C)=O)n2)cc1	10.3	110.7	-3.4	1	75.6	8.6	85.2	100.5	0.2
